Mtb FBA inh: Mtb fructose-bisphosphate aldolase inhibition | P9WQA3 | purified M. tuberculosis FBA, fluorescence read-out | inhibition, % at 1 µM | actives 2.3% (n = 360,000) | AID 588726; in the data active = inhibition above about 27%;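 also: 0% = vehicle and 100% = reference inhibitor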
Target sequence (P9WQA3 whole entry, looked up): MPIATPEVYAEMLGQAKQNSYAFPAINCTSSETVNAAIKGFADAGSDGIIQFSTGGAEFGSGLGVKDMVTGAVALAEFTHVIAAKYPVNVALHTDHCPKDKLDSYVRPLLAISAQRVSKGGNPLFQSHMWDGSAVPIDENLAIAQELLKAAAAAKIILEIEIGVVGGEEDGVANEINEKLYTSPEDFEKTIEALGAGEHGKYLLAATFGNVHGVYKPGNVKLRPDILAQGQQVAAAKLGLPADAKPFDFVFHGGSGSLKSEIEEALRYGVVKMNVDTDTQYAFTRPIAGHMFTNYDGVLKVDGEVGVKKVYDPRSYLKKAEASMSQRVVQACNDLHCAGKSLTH
Rv3671c inh: inhibits the M. tuberculosis serine protease Rv3671c; actives 0.048% (n = 320,000); P9WHR9; AID 2606; inhibition, % at 5.96 µM; in the data active = inhibition above about 38%;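 also: extracellular domain of Rv3671c used as enzyme; 0% = enzyme with DMSO and 100% = no enzyme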
CCHFV vOTU inh: CCHFV vOTU protease inhibition | Pep-AMC fluorescence | inhibition, % at 11.5 µM | actives 0.55% (n = 370,000) | AID 651958; also: 0% = vehicle wells with enzyme and 100% = no enzyme wells
MazEF act: MazEF (E. coli) toxin RNase activation; actives 0.32% (n = 350,000); activation, % at 20 µM; P0AE70; FAM/BHQ RNA-DNA oligo cleavage fluorescence, 5 h; AID 504720; in the data active = activation above about 50%
Target sequence (P0AE70 whole entry, looked up): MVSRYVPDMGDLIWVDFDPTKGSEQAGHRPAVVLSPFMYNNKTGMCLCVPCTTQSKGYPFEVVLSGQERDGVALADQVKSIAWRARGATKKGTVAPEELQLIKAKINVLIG
FadD28 binding: M. tuberculosis FadD28 bisubstrate binding inhibition; FadD28 bisubstrate probe binding, fluorescence polarization; inhibition, % at 12.5 µM; actives 0.22% (n = 360,000); AID 588549; in the data active = inhibition above about 8.5%, passing the limit was not always enough
Mtb UGM inh: blocks M. tuberculosis UGM enzyme; purified UGM, fluorescence polarization probe displacement; P9WIQ1; AID 504406; actives 0.06% (n = 320,000); inhibition, % at 10 µM; in the data active = inhibition above about 10%, passing the limit was not always enough
Target sequence (P9WIQ1 whole entry, looked up): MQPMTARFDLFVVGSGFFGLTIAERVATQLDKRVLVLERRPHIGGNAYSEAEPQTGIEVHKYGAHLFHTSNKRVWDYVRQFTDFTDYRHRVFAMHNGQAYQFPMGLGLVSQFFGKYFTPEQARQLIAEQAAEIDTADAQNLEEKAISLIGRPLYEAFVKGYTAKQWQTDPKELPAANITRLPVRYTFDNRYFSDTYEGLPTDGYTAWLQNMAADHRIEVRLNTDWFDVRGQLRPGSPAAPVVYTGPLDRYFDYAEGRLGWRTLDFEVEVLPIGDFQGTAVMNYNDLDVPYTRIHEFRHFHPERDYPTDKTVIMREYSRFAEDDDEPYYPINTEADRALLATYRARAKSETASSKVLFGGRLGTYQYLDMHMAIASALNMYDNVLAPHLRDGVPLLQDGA
VHR inh abs: blocks human VHR1 dual specificity phosphatase. P51452. recombinant VHR phosphatase, pNPP absorbance. inhibition, % at 13.3 µM. actives 0.52% (n = 290,000); in the data active = inhibition above about 50%; also: some compounds called inactive have numbers as strong as hits
Target sequence (P51452 whole entry, looked up): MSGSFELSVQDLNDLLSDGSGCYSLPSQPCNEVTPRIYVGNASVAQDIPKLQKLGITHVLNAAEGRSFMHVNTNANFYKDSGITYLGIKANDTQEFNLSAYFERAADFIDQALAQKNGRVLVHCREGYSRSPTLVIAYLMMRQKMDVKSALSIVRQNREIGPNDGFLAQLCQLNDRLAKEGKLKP
BoNT-F LC inh: BoNT F light chain protease inhibition | Multiplex microsphere protease cleavage assay, flow cytometry | inhibition, % at 10 µM | actives 0.22% (n = 360,000) | AID 588497; in the data active = inhibition above about 35%, passing the limit was not always enough; also: plate controls were buffer without enzyme for full effect and enzyme alone for no effect
Mtb BioA inh: blocks M. tuberculosis BioA enzyme activity | actives 0.096% (n = 360,000) | inhibition, % at 9.99 µM | purified M. tuberculosis BioA enzyme, plate reader; in the data active = inhibition above about 40%
GDH-TPI inh: counter-screen for M. tuberculosis FBA inhibitors: GDH-TPI coupled enzymes | GDH-TPI coupled enzyme counterscreen, NADH absorbance | inhibition, % at 4.8 µM | actives 1.2% (n = 360,000);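 also: 0% = DMSO wells and 100% = wells lacking the enzyme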
* marks the source's active call; other numbers are inactive results; nt = no result given. Rule as the data show it, unless noted: active = inhibition above about 30%; inactive = the rest.

Every second line gives: Mtb FBA inh	Rv3671c inh	CCHFV vOTU inh	MazEF act	FadD28 binding	Mtb UGM inh	VHR inh abs	BoNT-F LC inh	Mtb BioA inh	GDH-TPI inh
> O=C(COC(=O)C1CC1)Nc1ccc([N+](=O)[O-])cc1C(F)(F)F
  4.3	0.9	11.6	-16.5	1.9	-1.8	nt	1.4	0.2	0.0
> CCOC(=O)c1c(C)oc2c1C(=O)c1ccccc1C2=O
  1.7	-52.2	16.3	7.9	-0.4	-2.0	1.1	-2.9	0.8	4.0
> CCOc1ccc(C(=O)COC(=O)c2cccc(-n3cnnn3)c2)cc1
  -3.1	-1.6	1.6	-0.4	-1.5	0.7	-23.3	-6.9	-2.0	-0.3
> COc1ccc(N/C(N)=N/c2nc(CSc3ccc(C)cc3)cc(=O)[nH]2)cc1
  1.2	-2.1	4.5	-38.8	0.2	-1.1	-2.5	14.7	-0.6	15.7
> CC1(C)CSC(C)(C)C(=O)N1
  5.8	nt	-2.0	5.4	2.6	nt	nt	4.2	-2.0	7.4
> COc1ccc(/C=C/C(=O)O)cc1S(=O)(=O)NCc1ccccc1
  -2.3	-1.3	-5.6	-0.1	0.2	0.8	-12.8	-3.2	0.4	4.9
> COC(=O)c1c(NC(=O)C(=O)N2CCOCC2)sc2c1CCCC2
  -2.2	-2.3	0.8	-2.7	-3.9	-0.3	20.9	1.6	nt	-5.7
> COc1cccc(NC(=O)CCC(=O)N2CC(C)Oc3ccc(C)cc32)c1 (stereo not given)
  0.5	-2.5	7.7	0.6	-4.7	0.9	25.2	-5.4	1.3	-9.1
> CCCS(=O)(=O)c1nc(S(=O)(=O)c2ccc(C)cc2)c(N2CCC(C(N)=O)CC2)s1
  2.5	6.8	-1.5	3.4	0.0	-0.7	7.4	7.0	-0.6	10.3
> O=C(Nc1ccccc1Cl)c1ccc2nc(N3CCOCC3)sc2c1
  -0.6	-17.8	-3.4	-26.9	-2.3	0.1	13.4	-5.1	2.0	8.2
> C=CCN(CC=C)C(=O)CN1C(=O)NC(C)(c2ccc3cc(OC)ccc3c2)C1=O (stereo not given)
  -1.9	-0.2	6.5	4.0	-3.2	-2.1	-8.2	6.3	-0.1	-1.3
> C#CC1(O)CCC2C3CCC4=Cc5oncc5CC4(C)C3CCC21C (stereo not given)
  3.1	nt	-0.4	nt	-9.8	nt	nt	-50.7	-1.8	8.8
> Cc1nn(Cc2ccc(C(=O)Nc3ccc(C(=O)OC(C)C)cc3)o2)c(C)c1Cl
  3.4	-21.3	13.8	-1.9	0.3	-2.7	-0.2	13.0	-0.7	0.8
> COc1ccc(-c2c(-c3cc(OC)cc(OC)c3)n(C)c3ccc(-c4ccn[nH]4)cc23)cc1
  41.1*	-4.6	-18.9	1.1	-2.8	-1.7	nt	-5.0	-0.5	10.2
> Cc1cccc(CN2C(=O)[C@H]3Cc4c([nH]c5ccccc45)C(C)(C)N3C2=O)c1
  -3.3	-10.4	1.8	2.8	0.0	0.4	nt	-3.8	0.5	-0.9
> Cc1c(Cl)cccc1NC(=O)COC(=O)Cn1cnc2c1c(=O)n(C)c(=O)n2C
  -3.6	-8.6	0.3	0.7	-3.7	0.6	nt	-3.9	0.1	-6.5
> Cc1ccccc1COc1cccn2c(N(C)C(=O)CCC3CCCC3)c(C)nc12
  0.0	nt	5.7	nt	-3.2	nt	nt	-0.1	1.8	3.1
> CC1(C)Cc2c(sc3c2c(=N)n(Cc2ccco2)c(=O)n3CC(=O)Nc2ccccc2)CO1
  5.6	-6.7	7.2	0.7	-1.2	0.0	7.9	2.8	-0.9	12.6
> COc1ccc(C=C2C(=O)c3ccccc3C2=O)cc1O
  -9.5	-8.9	1.8	2.2	-0.5	-0.9	-16.6	-9.3	2.1	3.8
> CCOc1ccc(-n2nnnc2-c2nc3ccccc3s2)cc1
  3.3	-10.8	-1.0	-13.8	-3.1	4.5	2.9	3.4	nt	4.9

Every second line gives: Mtb FBA inh	Rv3671c inh	CCHFV vOTU inh	MazEF act	FadD28 binding	Mtb UGM inh	VHR inh abs	BoNT-F LC inh	Mtb BioA inh	GDH-TPI inh
> Cc1nn(-c2nc3ccccc3s2)c(N)c1-c1ccc(Cl)cc1
  -0.6	5.6	-3.6	7.8	-0.3	0.7	-7.5	-1.1	-1.0	9.7
> CC1CN(C(=O)CN2C(=O)c3ccccc3S2(=O)=O)CC(C)O1 (stereo not given)
  -8.5	6.0	12.8	5.3	-4.2	-3.2	17.2	2.3	-2.6	0.4
> COc1cc(NC(=O)CN2C(=O)C(=O)N(CC(C)C)C2=O)cc(OC)c1
  0.1	nt	-3.3	-0.8	-1.8	nt	nt	-1.4	0.3	4.9
> CN(C)S(=O)(=O)N1CCC(Oc2ccc(C(=O)NC3Cc4ccccc4C3)cc2)CC1
  0.0	13.9	1.7	3.9	-0.8	-0.2	-5.9	-3.0	-0.8	3.4
> CC1C(=O)N(Cc2cn(CCC3OCCO3)nn2)CCS(=O)(=O)N1Cc1ccc(-c2ccc(F)nc2)cc1 (stereo not given)
  -0.9	nt	11.0	8.9	-2.7	nt	nt	-2.0	-0.1	-3.8
> CC(CC(C#N)(c1ccccc1)c1ccccc1)N(C)C (stereo not given)
  2.8	9.2	-0.7	6.3	-0.6	nt	nt	-5.8	4.4	-12.6
> CC(C)c1nc2cc(C(=O)N3CCNC(=O)C3c3cccc(F)c3)ccc2o1 (stereo not given)
  2.1	-9.5	7.0	7.0	0.9	0.4	-3.6	-3.2	1.7	-0.8
> NS(=O)(=O)c1cccc(NS(=O)(=O)c2ccc3ccccc3c2)c1
  -5.0	-0.6	9.8	17.1	-0.2	-0.1	-6.7	17.8	-1.9	2.0
> COc1ccc(OC)c(Nc2c3c(nc4ccccc24)CCC3)c1
  -0.9	1.4	10.5	4.9	-3.3	0.2	-4.7	9.5	2.6	-1.3
> N#CCCn1cc(C(=O)Nc2ccc([N+](=O)[O-])cc2)c(-c2ccccc2)n1
  -1.3	-3.5	-2.4	5.6	-4.5	1.3	15.0	-1.6	3.9	37.5*
> CCCCNC(=O)N1CCOCCOCCN(C(=O)NCCCC)CCOCCOCC1
  6.9	-1.2	-4.9	-1.1	-1.9	0.0	2.3	-2.3	-0.4	4.8
> Cc1ccc(C)c(NS(=O)(=O)c2cc(C(=O)Nc3ccccc3-c3ccccc3)ccc2C)c1
  0.0	-77.7	-6.5	-6.0	-5.1	-0.7	2.2	-11.6	nt	-4.8
> C=C(C)CN(CC)c1ccc(N2C(=O)CCCC2=O)cc1[N+](=O)[O-]
  -1.5	-0.7	-6.7	-6.5	-3.3	-1.8	3.0	21.0	-1.1	2.6
> COc1ccc(/C=C(\C#N)C(=O)OCC(=O)Nc2c(C)cccc2C(C)C)cc1
  -2.1	-4.4	-14.5	-9.2	-1.3	0.8	4.7	-6.1	-0.4	4.5
> CCc1nc2ccc(C(=O)NC3CCN(C)CC3)cn2c1N(C)CCC(C)C
  -1.1	nt	4.8	nt	-0.3	nt	nt	-4.3	0.7	13.4
> COc1ccc([N+](=O)[O-])cc1N(CC(O)CN(CC(C)C)CC(C)C)S(=O)(=O)c1ccc(C)cc1 (stereo not given)
  -2.4	-9.2	13.6	1.0	0.6	-2.3	0.9	-9.0	-1.3	10.0
> CN(C(=O)c1cccc(NC(=O)Cc2ccc(NC(=O)C3CCN(C(=O)C4CCC4)CC3)cc2)c1)C1CCCC1
  0.9	nt	-8.1	-2.2	-1.5	nt	nt	-6.0	0.1	14.6
> Cc1cccc(C)c1NC(=O)NCc1ccco1
  0.4	-3.0	-2.1	-10.8	-1.4	1.0	3.7	5.4	-0.3	3.9
> Cc1nn(-c2ccccc2)c(Cl)c1/C=N/NC(=O)CCNc1n[nH]c(=O)[nH]c1=O
  nt	7.9	nt	0.2	nt	-0.6	17.2	nt	nt	nt
> O=C(NCCO)c1cccc(Cl)c1
  1.0	4.3	-8.5	-2.8	-1.1	2.3	28.6	-1.5	-3.1	0.9

Every second line gives: Mtb FBA inh	Rv3671c inh	CCHFV vOTU inh	MazEF act	FadD28 binding	Mtb UGM inh	VHR inh abs	BoNT-F LC inh	Mtb BioA inh	GDH-TPI inh
> COc1ccc(NC(=O)COC(=O)[C@@H]2CCCN2C(=O)c2cccs2)cc1
  1.6	6.0	-4.7	0.9	-4.2	1.5	-14.7	7.8	-1.5	-7.4
> CCOc1ccc(NC(=O)CCc2nnc3ccc(N4CCN(C)CC4)nn23)cc1
  2.5	8.6	15.7	7.9	-0.8	-2.9	-7.2	-0.4	-1.7	11.2
> CCOC(=O)N/N=C\c1cccc(OC)c1
  -0.4	-9.3	-1.9	0.6	-4.2	-3.0	19.8	2.1	nt	2.5
> COC(=O)c1ccc(OC(=O)CCN2C(=O)C3C4c5ccccc5C(c5ccccc54)C3C2=O)cc1 (stereo not given)
  -3.9	10.9	-10.5	-0.9	-5.3	-3.0	40.4	1.9	-0.9	-10.1
> COc1ccc(C2SC[C@@H](C(=O)O)N2C(C)=O)cc1 (stereo not given in full)
  3.9	0.1	-10.7	-1.2	-4.6	2.6	4.1	-7.1	2.1	-4.1
> O=S(=O)(Nc1cccnc1)c1cccnc1
  1.4	nt	7.7	-0.3	-1.1	nt	nt	1.8	-1.0	6.1
> CCS(=O)(=O)C1=NSC2=NC(=O)/C(=C\c3ccc(OS(=O)(=O)c4ccccc4)cc3)C(=N)N21
  9.0	-7.2	nt	-0.9	-12.3	2.5	-14.6	-2.3	9.1	17.7
> COC(=O)CCc1c(C)c(C(=O)c2cc(OC)c(OC)c(OC)c2)c2ccccn12
  -4.3	0.4	9.7	3.0	0.4	-1.3	nt	-6.6	nt	10.3
> C=CCNC(=O)CC12CC3CC(C1)CC(CC(=O)NCC=C)(C3)C2
  -1.9	4.3	6.1	0.1	-0.4	3.2	-5.0	7.0	-2.2	-6.1
> CCc1nnc(NC(=O)CC(CN(C)S(=O)(=O)c2ccccc2)c2ccccc2)s1 (stereo not given)
  -5.3	7.7	12.8	5.8	-2.8	2.9	23.6	-2.5	0.9	-24.5
> CCCc1cc(=O)[nH]c(SCC(=O)NCC2COc3ccccc3O2)n1 (stereo not given)
  4.1	2.5	2.4	1.7	-0.2	nt	nt	-2.1	0.5	10.7
> O=C1c2cccnc2C(=O)N1Cc1ccc(S(=O)(=O)NCc2ccco2)s1
  1.7	6.7	7.4	3.6	-0.8	0.9	-13.4	-4.8	-4.8	21.0
> COCCCNc1nc2ccccc2nc1NS(=O)(=O)c1ccccc1
  4.2	2.5	-16.9	6.1	-2.3	2.4	19.1	0.2	nt	14.9
> COCCOc1cc(NC(=O)c2ccccc2)c(Cl)cc1Cl
  1.8	-4.4	7.3	-15.2	1.2	1.8	20.6	-2.1	nt	2.5
> Cc1onc(-c2ccccc2Cl)c1C(=O)OCC(=O)N1CCCCC1
  -0.9	8.5	-10.7	-2.6	-0.8	-0.1	nt	-6.6	-0.4	8.2
> O=C(COC(=O)CCc1nc2ccccc2s1)Nc1ccc(S(=O)(=O)N2CCOCC2)cc1
  0.1	-2.4	3.0	2.9	-0.7	-2.9	17.3	-9.8	-0.6	3.5
> O=S(=O)(N/N=C\c1ccc(-c2ccccc2Cl)o1)c1ccccc1
  -4.4	0.0	17.7	10.6	0.6	0.9	8.9	-2.9	1.3	30.1
> C#Cc1ccc([C@H]2C=C(C(=O)NC3CC3)O[C@@H](OCC)[C@@H]2CCCO)cc1
  -2.5	0.0	18.0	-2.1	-2.9	-1.7	6.7	2.7	-0.6	-3.4
> CCOc1cc(/C=N/NC(=O)c2ccc(=O)n(C)c2)ccc1O
  -2.3	9.6	3.3	6.2	-3.8	-0.6	17.5	1.5	nt	21.4

3 compounds from above, reduced to CCHFV vOTU inh.
SMILES | CCHFV vOTU inh
CCCc1cc(=O)[nH]c(SCC(=O)NCC2COc3ccccc3O2)n1 (stereo not given) | 2.4
CCOC(=O)N/N=C\c1cccc(OC)c1 | -1.9
COC(=O)c1ccc(OC(=O)CCN2C(=O)C3C4c5ccccc5C(c5ccccc54)C3C2=O)cc1 (stereo not given) | -10.5

Bioassay records as filed in PubChem.
